# Source: PubChem
# TCR activator = activates T cell receptor signaling; primary human leukocytes, anti-CD3, IL-2 HTRF, 48 h; Potency, µM (titrated, usually from 9.22 µM), inactives show top-dose activation of IL-2 secretion, hits mostly activators; 330,000 tested, under 10 active; AID 504894; active = well fitted activation curve with a large enough effect; inconclusive = small, poorly fitted or top-dose-only effect, or another doubt; inactive = no such curve, though single readings can be large or run the other way; also: % of control where 0% means no effect
#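 Primary human leukocytes incubated 48 hr with anti-CD3 beads plus compound, without co-stimulation. Secreted IL-2 measured by HTRF (europium cryptate/d2 anti-IL-2 pair, 320 nm excitation, 665 nm emission).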
# hERG WT inh = inhibitors of human wildtype KCNH2 potassium channel; hit rate 0.37% among 340,000; U2OS, BacMam KCNH2, thallium flux FluxOr; hits give low values; activity change, % at 1.84 µM;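 active = maximum activity change below -70%; inconclusive = maximum activity change between -70% and -50%; inactive = maximum activity change above -50%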; also: % is scaled to controls: 0 for no effect and ±100 for the full control effect
# Target sequence (Q12809 whole entry, looked up): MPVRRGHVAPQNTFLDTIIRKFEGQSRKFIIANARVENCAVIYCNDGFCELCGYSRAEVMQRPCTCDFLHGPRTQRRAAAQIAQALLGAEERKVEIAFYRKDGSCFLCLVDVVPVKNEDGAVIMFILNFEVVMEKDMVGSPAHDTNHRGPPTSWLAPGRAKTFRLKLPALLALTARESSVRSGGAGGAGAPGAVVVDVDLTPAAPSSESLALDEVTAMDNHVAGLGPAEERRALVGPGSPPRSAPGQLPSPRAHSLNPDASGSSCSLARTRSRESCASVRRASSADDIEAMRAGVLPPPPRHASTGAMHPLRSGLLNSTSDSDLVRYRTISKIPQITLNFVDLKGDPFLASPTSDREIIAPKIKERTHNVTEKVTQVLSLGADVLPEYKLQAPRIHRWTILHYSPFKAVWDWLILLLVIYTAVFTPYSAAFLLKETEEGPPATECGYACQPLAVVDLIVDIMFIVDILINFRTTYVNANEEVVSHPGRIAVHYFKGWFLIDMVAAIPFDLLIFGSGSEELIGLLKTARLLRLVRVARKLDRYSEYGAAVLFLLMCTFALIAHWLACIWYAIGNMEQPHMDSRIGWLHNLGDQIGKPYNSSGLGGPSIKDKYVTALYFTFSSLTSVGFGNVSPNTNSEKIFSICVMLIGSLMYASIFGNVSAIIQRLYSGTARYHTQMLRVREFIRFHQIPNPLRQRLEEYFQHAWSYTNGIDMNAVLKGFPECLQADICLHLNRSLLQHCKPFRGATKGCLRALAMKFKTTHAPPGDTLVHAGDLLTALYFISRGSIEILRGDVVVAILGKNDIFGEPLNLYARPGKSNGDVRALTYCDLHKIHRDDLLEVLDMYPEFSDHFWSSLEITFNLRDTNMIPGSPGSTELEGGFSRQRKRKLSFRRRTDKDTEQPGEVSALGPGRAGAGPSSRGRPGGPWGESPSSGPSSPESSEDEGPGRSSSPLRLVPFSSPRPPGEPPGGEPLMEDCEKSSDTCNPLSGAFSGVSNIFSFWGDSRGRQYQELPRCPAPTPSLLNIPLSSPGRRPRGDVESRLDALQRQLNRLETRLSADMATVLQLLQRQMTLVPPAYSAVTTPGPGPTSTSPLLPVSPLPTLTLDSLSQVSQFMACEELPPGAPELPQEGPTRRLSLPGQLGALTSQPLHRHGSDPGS
#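 U2OS cells were transduced with wild-type KCNH2 virus (2.03 x 10^8 / mL) for 4 h at room temperature, then cultured overnight at 37 C. Thallium flux was read with FluxOr dye. Rate constants were normalized to DMSO controls.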
# Giardia killer = kills Giardia lamblia; Giardia lamblia trophozoite viability; activity change, % at 7.66 µM, hits read low; hit rate 0.15% among 340,000; AID 540267; in the data active = activity change below about -80%; inconclusive = between about -30% and that limit;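 also: parasites exposed to compound for two days anaerobically before the ATP read; % is scaled to controls: 0 for no effect and ±100 for the full control effect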
#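 Media and compound were dispensed first, then trophozoites at 100 cells/well; plates sat 48 hrs at 37 deg C without oxygen before ATP luminescence reagent was added and read after 15-30 min at room temperature.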
# The depositor's hits bear a star; ? = inconclusive; [ ] = dose if it differs, or a comment. The list is partial, so the mix of outcomes need not match the whole.
SMILES	TCR activator	hERG WT inh	Giardia killer
CN(C(=O)c1cccc(NC(=O)Cc2ccc(NC(=O)C3CCCN(C(=O)C4CC4)C3)cc2)c1)C1CC1 (stereo not given)	-3%	2	-20
C#CCN1N=C(c2ccc(C)cc2)CSC1=O	0%	-16	-6
O=C(CCNC(=O)Cn1ccc2ccccc2c1=O)NCCN1CCN(c2ccccc2F)CC1	2%	-14	7
N#CCC(=O)Nc1ccc(C(=O)OC(C(=O)Nc2ccc([N+](=O)[O-])cc2Br)c2ccccc2)cc1 (stereo not given)	7%	1	-3
Cc1ccc(C(=O)NC(C)c2ccc(C)c(C)c2)s1 (stereo not given)	1%	27	0
COc1ccc2ccc3ccc(OC)c(OC(C)=O)c3c2c1	3%	19	-12
Cc1cc(C)c(NC(=O)C2CCCO2)c(C)c1 (stereo not given)	1%	0	-5
O=C(CC(CC(=O)c1ccccc1)c1ccccn1)c1ccccc1	1%	5	-13
CC(=O)Nc1c(Cl)c(Cl)c2c(c1Cl)C(=O)c1cc(Cl)ccc1-2	1%	4	-1
O=C1CC2(CCCCC2)Oc2ccc(F)cc21	-4%	-6	12
C[C@H]1CCC[C@]2(O[C@H](CCO)C[C@H](O)[C@H]2O)O1	11%	0	9
CCCCC1CC(=O)NC1(C(=O)OCC)C(=O)OCC (stereo not given)	5%	1	-2
O=C1NC[C@H](Cc2ccccc2)N(CC2CCN(CCC34CC5CC(CC(C5)C3)C4)CC2)C1=O	-4%	20	-28
C[C@@H]1CC[C@@]2(O[C@@H](CCO)C[C@H](O)[C@H]2O)O1	-8%	-4	-9
CCOC(=O)c1ccccc1NC(=O)c1ccc(Cl)c(S(=O)(=O)N2CCOCC2)c1	8%	67	-7
CC1(C)CC(=O)C=C(c2ccc3[nH]ccc3c2)C1	0%	-24	0
CN(CC(=O)Nc1ccc(F)cc1)C(=O)COC(=O)c1cc(Br)c(Br)s1	-5%	-2	-14
CN(C(=O)c1cccc(NC(=O)Cc2ccc(NC(=O)C3CCN(S(=O)(=O)c4cccc([N+](=O)[O-])c4)CC3)cc2)c1)C1CCCC1	0%	2	1
CCN(CC)CCOC(=O)c1ccc(NC(=O)CSc2nnc(-c3cccs3)n2CC)cc1	-1%	8	19
CCCCCCCCCCCCN1[C@@H](CC(=O)OC)c2cc(C(F)(F)F)ccc2S1(=O)=O	7%	4	-20
O=C1c2ccccc2S(=O)(=O)c2cc(C(=O)N3CCN(c4c(Cl)cncc4Cl)CC3)ccc21	0%	1	6
CCc1nnc(SCc2ccc([N+](=O)[O-])cc2)nc1CC	-17%	1	11
ON=C(CCc1ccccc1)CCc1ccccc1	3%	0	-5
Cc1cc([N+](=O)[O-])ccc1NCc1cccc2ccccc12	2%	-6	-4
Cc1cc(C)c(S(=O)(=O)N2CCN(C(=O)c3ccc(-n4nc(C)c(Cl)c4C)cc3)CC2)c(C)c1	0%	4	-3
CC(=O)n1nc(-c2ccccc2)cc1-c1ccccc1	-55%	-6	-14
Cn1c(=O)[nH]c2c(cnn2C)c1=O	0%	-9	8
Nc1ccc(S(=O)(=O)Nc2cc(Cl)c(N)c(Cl)c2)cc1	-1%	3	-3
O=C(NC1CCCCC1)NS(=O)(=O)c1ccc2c(c1)CCC2	4%	-4	-11
O=S1c2ccccc2Sc2ccccc21	-2%	-6	-1
O=C(O)C1=C[C@@H](c2ccc(C(F)(F)F)cc2)C[C@@H](OCCCCO)O1	7%	-7	12
C=C(C1=CCN(S(=O)(=O)C(C)(C)C)[C@H]1CCO)c1ccccc1	2%	4	-20
Cc1cc(OCCCC(=O)Nc2cc(S(=O)(=O)N3CCOCC3)ccc2N2CCOCC2)ccc1Cl	-1%	1	-16
CCOc1ccccc1NC(=O)CSc1n[nH]c(=O)n1-c1ccccc1	-7%	-1	-19
CCCCCN(C(=O)CCC(=O)OCC(=O)N1CCCCC1CC)c1c(N)n(CCCC)c(=O)[nH]c1=O (stereo not given)	1%	-13	-7
Clc1ccccc1N1CCN(Cc2c[nH]c3ccccc23)CC1	-8%	1	3
CN(Cc1ccccc1)C(=O)c1cccc(NC(=O)Cc2ccc(NC(=O)C3CCN(C(=O)C4CCCC4)CC3)cc2)c1	-8%	0	-19
CCOC(=O)C1CCN(S(=O)(=O)c2ccccc2[N+](=O)[O-])CC1	-7%	-13	-12
COc1nc(N)nc2c1ncn2C1OC(CO)CC1O (stereo not given)	-3%	11	28
O=C1c2ccccc2S(=O)(=O)c2cc(N3CCN(c4ccccc4)CC3)ccc21	-4%	2	-19
COc1ccccc1C(=O)NC(=S)Nc1cccc2cc(O)ccc12	-5%	-4	0
CCOC(=O)C1=CN(C)CCC1=O	2%	-2	25
O=C1CCN(CC2CCCCC2)C=C1C(=O)c1ccccc1	-4%	2	-12
O=C(C1=C[C@H](c2csc3ccccc23)C[C@H](OCc2ccc(CO)cc2)O1)N1CCCCCCC1	-7%	-16	2
CN(C)CC/C=C1/c2cc(F)ccc2Sc2ccc(Cl)cc21	8%	-3	11
CC1CCc2sc(C(=O)N3CCN(c4ncccn4)CC3)cc2C1 (stereo not given)	0%	-10	-17
CC(=O)O[C@@H]1[C@@H](O)[C@@H](O)[C@H](Oc2c(-c3ccc(O)cc3)oc3c(CC=C(C)C)c(O)cc(O)c3c2=O)O[C@H]1C	3%	4	15
O=C(C=NNc1ccccc1)c1ccccc1	-7%	4	-4
O=C(Cc1ccc(NC(=O)C2CCCN(C(=O)C3CCCC3)C2)cc1)Nc1cccc(C(=O)N2CCCC2)c1 (stereo not given)	-16%	6	4
Cc1ccc(NC(C(=O)c2ccccc2)c2ccccc2)cc1 (stereo not given)	-6%	-1	-5
Nc1cccc2c(=O)[nH][nH]c(=O)c12	-1%	2	0
O=C(O)CCn1c(SCCc2ccccc2)nc2ccccc21	9%	1	8
O=C(CC1Sc2ccccc2NC1=O)NNc1ccc(Cl)c(Cl)c1 (stereo not given)	-9%	-9	29
c1ccc(C(Nc2cccnc2)c2ccccc2)cc1	1%	6	-7
COC(=O)C1C2CC3c4[nH]c5cc(OC)ccc5c4CCN3CC2CC(OC(=O)CC(C)=O)C1OC (stereo not given)	-10%	-2	-8
O=C1NC(Cc2ccc(O)cc2)c2nc3ccc(F)cc3c(=O)n2-c2cc(Cl)ccc21 (stereo not given)	-8%	30	-11
COc1ccccc1NC(=O)c1ccc(COc2ccccc2OC)cc1	-19%	-5	0
C[C@]1(C2CCCC2)Cc2cc(OCC(=O)O)c(Cl)c(Cl)c2C1=O	-2%	4	2
Oc1c(Br)cc(Br)cc1C=Nc1cccc2ncccc12	14%	1	-1
CC12CCC(O)CC1=CCC1C2CCC2(C)C3=NN=CC3CC12 (stereo not given)	0%	1	10

# Continuation:
SMILES	TCR activator	hERG WT inh	Giardia killer
COc1ccc(CN2[C@@H](CC(=O)O)c3cc(F)ccc3S2(=O)=O)cc1	-7%	1	-2
CCOc1ccc(NC(=O)CN(C)C(=O)c2cc(-c3ccco3)nc3ccccc23)cc1OCC	13%	-3	32[activator]
CCN1CCCC1CNC(=O)Cn1cc(C)c(=O)[nH]c1=O (stereo not given)	8%	1	20
Cc1ccc(S(=O)(=O)N2CC[C@@H]2C(=O)O)cc1	-5%	1	12
O=c1[nH]c(Nc2ccccc2)cc2cc(Br)ccc12	1%	0	-17
Oc1cccc(-c2nnc(-c3cccc(O)c3)nn2)c1	3%	0	-80*
CC(NC(=O)Oc1cccc2ccccc12)c1ccccc1 (stereo not given)	-2%	-1	14
Oc1cccnc1CN1CCOCC1	-4%	2	2
O=C1[C@H](Cc2ccccc2)NCC=CC[C@H](c2ccco2)N1Cc1ccccc1	0%	4	3
O=C(O)c1cccc2c1Cc1cc([N+](=O)[O-])ccc1-2	14%	0	-2
COc1ccc(NC(=O)c2cc3cc(OC)ccc3oc2=O)cc1	5%	6	3
Cc1cn(CC(=O)N[C@H](C)c2cccc3ccccc23)c(=O)[nH]c1=O	8%	-5	?
O=C(COc1ccc(Br)cc1)NNC(=O)c1cc(S(=O)(=O)N2CCOCC2)ccc1Cl	-4%	3	14
Nc1cccc(C(=O)c2ccccc2C(=O)O)c1	-6%	2	-9
Nc1nc(SCc2ccccc2)c2ncn(C3CCCO3)c2n1 (stereo not given)	2%	-3	-4

# Additional structures follow:
# The line under a structure holds: TCR activator | hERG WT inh | Giardia killer
O=C(Cc1cccc(NC(=O)C2CCN(C(=O)C3CCCC3)CC2)c1)Nc1cccc(C(=O)N2CCOCC2)c1
  -30% | -1 | 2
Nc1cc2c(cc1Cl)-c1ccc([N+](=O)[O-])cc1C2=NO
  -1% | -7 | 13
C=CS(=O)(=O)N(Cc1ccccc1)[C@H](CO)CC(C)C
  8% | 0 | -7
Cc1nnc(SCCN2C(=O)c3ccccc3C2=O)nc1C
  -5% | -5 | -5
O=[N+]([O-])c1ccc(NN=Cc2cccc3ccccc23)cc1
  8% | -7 | 10
Cc1ccc(Nc2c(O)nc[nH]c2=O)cc1
  -2% | -3 | -12
CC12CC3(C)CC(C)(C1)CC(C(=O)NC1=NCCS1)(C2)C3
  0% | 0 | 19
CN(CC(=O)Nc1ccccc1Cl)C(=O)c1cccc(S(=O)(=O)N2CCN(c3ccccc3)CC2)c1
  1% | -1 | 8
Cc1ccc(S(=O)(=O)N2CCN(C(=O)CN3C(=O)NC(C)(CCC(C)C)C3=O)CC2)c(C)c1 (stereo not given)
  -2% | -3 | 14
Cc1[nH][nH]c(=O)c1N=Nc1ccc(Br)c(Cl)c1
  9% | -14 | -3
CCCNC(=O)C1(CC2CC(c3ccccc3)=NO2)CCNCC1 (stereo not given)
  -38% | 3 | -12
N#CC(C#N)=C1CCCc2sccc21
  -2% | 28 | 7
CC1(C)N=C(N)N=C(N)N1c1cccc(C#N)c1
  1% | 37 | 5
Clc1ccc(-n2cnc3c(Cl)ncnc32)cc1Cl
  2% | 0 | 8
CCOC(=O)c1coc(C(=O)OCC)c1C(=O)OCC
  -7% | -5 | 12
CN(Cc1ccc(OC(F)F)cc1)C(=O)c1ccccc1Sc1ccccc1C#N
  3% | -27 | -9
Brc1ccc(-c2noc3c2-c2nc(C4CCCCC4)sc2CC3)cc1
  0% | -3 | -11
OCC[C@H]1NCc2cc(CO)cc(-c3ccccc3)c21
  6% | -10 | 38[activator]
N#CC1(Nc2ccc(-c3ccc(Cl)cc3)cc2)CCCC1
  -5% | -1 | 7
COc1ccc(-c2ccc3oc(-c4ccc(OC)cc4)c(C#CCO)c3c2)cc1
  11% | -12 | -22

# Ordered by SMILES length (falling): part of the list above.
# The line under a structure holds: TCR activator | hERG WT inh | Giardia killer
O=C(Cc1cccc(NC(=O)C2CCN(C(=O)C3CCCC3)CC2)c1)Nc1cccc(C(=O)N2CCOCC2)c1
  -30% | -1 | 2
CN(CC(=O)Nc1ccccc1Cl)C(=O)c1cccc(S(=O)(=O)N2CCN(c3ccccc3)CC2)c1
  1% | -1 | 8
Brc1ccc(-c2noc3c2-c2nc(C4CCCCC4)sc2CC3)cc1
  0% | -3 | -11
Cc1[nH][nH]c(=O)c1N=Nc1ccc(Br)c(Cl)c1
  9% | -14 | -3
N#CC1(Nc2ccc(-c3ccc(Cl)cc3)cc2)CCCC1
  -5% | -1 | 7

# Going on with the list.
# The line under a structure holds: TCR activator | hERG WT inh | Giardia killer
ON=C1C2CC=C(c3ccccc3)C1CCC2 (stereo not given)
  0% | -8 | 4
C=CCN(C(C(=O)OC)C(C)C)S(=O)(=O)CCNCc1ccccc1 (stereo not given)
  4% | -5 | -24
O=S(=O)(CCNCCc1ccccc1)NC1CCCCC1
  -4% | 16 | -1
O=C1CC2(CCCCC2)Oc2ccc(Cl)cc21
  -2% | 3 | 0
COc1ccc(OC)c(NC(=O)COC(=O)COc2c(Cl)cc(Cl)c3ccc(C)nc23)c1
  -2% | 6 | 0
CC1(C)CCC(=O)c2ccccc21
  -3% | 4 | 19
O=S(=O)(Nc1c(O)ccc2ccccc12)c1ccc(F)cc1
  3% | -10 | -14
COCOc1ccc(/C=C2/Oc3cc(OCOC)cc(OCOC)c3C2=O)c(OCOC)c1
  -19% | 7 | 0
CC(=O)OC1(C(C)=O)CCC2C3CC(Cl)C4=CC(=O)CCC4(C)C3CCC21C (stereo not given)
  3% | 0 | -4
Cc1cc(C)cc(OCc2nc3ncc(Br)cc3[nH]2)c1
  -13% | -5 | 10
Cn1cc(C(=O)Nc2ccc(Cl)c(Cl)c2)cn1
  0% | -6 | 2
Cc1cc(Cl)c2oc(C(=O)N3CCN(c4ccncc4)CC3)c(C)c2c1
  -3% | -138* | 19
Cn1ncc2c(=O)[nH]c(N)nc21
  -2% | -4 | -10
OCc1ccc(-c2ccccc2)c(-c2ccccc2)c1
  7% | -4 | 0
O=C1C(Cl)=C(O)C2(Cl)C(Cl)=C(Cl)C12Cl (stereo not given)
  -1% | 11 | 24
COC(=O)C1(CC2CC(c3ccccc3)=NO2)CCN(C(=O)OC(C)(C)C)CC1 (stereo not given)
  2% | 3 | 4
